From PubChem
AT treatment: qHTS Assay for Identifying a Potential Treatment of Ataxia-Telangiectasia. actives 0.19% (n = 320,000). Potency, µM (highest dose often 57.5 µM), without a hit: at the highest dose activation, most hits filed as activators. […] A-T fibroblasts, KAP-1 phosphorylation AlphaLISA; neocarzinostatin DNA damage 30 min before lysis; note: potency is the fitted concentration of half-maximal effect; % of control where 0% means no effect; nearly all actives have a fitted effect of over 45% in size
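hTERT-immortalized A-T patient fibroblasts ([…]), 500 cells/well in OPTI-MEM, 1% FBS, got compounds for 60 min, then NCS for 30 min at 37C. Lysates were then assayed for phospho-KAP-1 by AlphaLISA (anti-pKAP1 donor, anti-KAP1 acceptor beads), 6 hr at 25C.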
TRPV1 ag: HTS Assay for Compounds that Act as Agonists of the Vanilloid Receptor 1. activation, % at 8.33 µM. actives 0.19% (n = 320,000). TRPV1-expressing cells, Fluo-8 calcium influx, agonist mode. Transient receptor potential cation channel subfamily V member 1 (Homo sapiens), Q8NER1; in the data active = activation above about 80%; inconclusive = between about 30% and that limit; note: 0% is about no effect
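Fluo-8 calcium influx in TRPV1-expressing cells, kinetic read (ex 480/em 520 nm). Compound added and read 3 min for agonist activity, followed by capsaicin at EC20 final and 2 min further read for enhancement.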
TCR act: Activators of T cell receptors: qHTS campaign | Potency, µM (series often up to 9.22 µM), for the others: top-dose activation of IL-2 secretion, hits mostly activators | AID 504894, 2011 | 330,000 tested, under 10 active | primary human leukocytes, anti-CD3, IL-2 HTRF, 48 h; note: % of control where 0% means no effect
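Primary human leukocytes incubated 48 hr with anti-CD3 beads plus compound, without co-stimulation. Secreted IL-2 measured by HTRF (europium cryptate/d2 anti-IL-2 pair, 320 nm excitation, 665 nm emission).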
p53 reactivator: qHTS assay for re-activators of p53 using a Luc reporter; H1299 p53-A138V BP100-luciferase reporter, luminescence, 24 h; Potency, µM (doses to about 92.2 µM), inactives show at the highest dose activity change, positive = activation, hits mostly activators; actives 0.063% (n = 320,000); note: potency is the fitted concentration of half-maximal effect; % of control where 0% means no effect; nearly all actives have a fitted effect of over 45% in size
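H1299 (p53-null), stable ts p53-A138V + BP100-Luc; 1000 cells/well, Opti-MEM/10% FBS; cpd 4 pt, 1:5; 24 h, 37 deg C, 5% CO2; detection reagent 10 min RT; luminescence.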
B2AR arrestin: qHTS assay of beta-arrestin-biased ligands of beta2-adrenergic receptor; Beta-2 adrenergic receptor (Homo sapiens), P07550; beta-arrestin recruitment to beta2AR, cell-based reporter; Potency, µM (titrated, usually from 46.1 µM), without a hit: at the top dose activation, most hits filed as activators; actives 0.02% (n = 330,000); AID 492947, 2010;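 note: potency is the fitted concentration of half-maximal effect; 0% = DMSO controls and full agonism = EC100 isoproterenol or metaproterenol; nearly all actives have a fitted effect of over 65% in size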
MLL CXXC-DNA inh: qHTS Fluorescence Polarization Assay for Inhibitors of MLL CXXC domain - DNA interaction. MLL-CXXC / FITC-HOXA9 DNA fluorescence polarization. Potency, µM (series often up to 115 µM), without a hit: top-dose activity change, negative = inhibition, most hits filed as inhibitors. actives 0.037% (n = 290,000). AID 2662, 2010; active = well fitted inhibition curve with a large enough effect in the polarisation, with a control signal flat, not every such curve was filed as active; inconclusive = small, poorly fitted or top-dose-only effect, or effect the other way, or a change in a side signal; inactive = no such curve, though single readings can be large or run the other way; the % refers to the polarisation; note: potency is the fitted concentration of half-maximal effect
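Purified MLL-CXXC (added from a 7 uM solution) was preincubated 5 min at ambient with pinned compounds in 50 mM Tris-HCl pH 7.5, 50 mM NaCl, 1 mM DTT, 0.05% BSA. Fluorescein-labeled HOX-A9 DNA (50 nM solution) followed, 30 min, then polarization read.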
a7 integrin act: qHTS for Activators of Integrin-Mediated Alleviation for Muscular Dystrophy | actives 0.064% (n = 350,000) | alpha7betagal myoblasts, beta-gal FDG fluorescence, 48 h | Potency, µM (doses to about 38.3 µM), inactives show at the top dose activation, usual class: activators;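 note: potency is the fitted concentration of half-maximal effect; 100% = response of the positive control SU9516; nearly all actives have a fitted effect of over 60% in size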
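alpha7betagal+/- myoblasts (passage 13, 250/well) treated 48 h at 37C with compounds at 1:260 dilution of DMSO stock. Lysed, then beta-galactosidase activity read as FDG fluorescence (ex 480/em 540) after 30 min, with pre-read for autofluorescence.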
ELG1 repair inh: qHTS screen for small molecules that inhibit ELG1-dependent DNA repair in human embryonic kidney (HEK293T) cells expressing luciferase-tagged ELG1; HEK293T ELG1-luciferase reporter, luminescence, 16 h; DNA damage induced by 5-fluorouridine; Potency, µM (highest dose often 46.1 µM), for inactives: at the top dose activity change, negative = inhibition, actives largely listed as inhibitors; actives 2.3% (n = 330,000); note: potency is the fitted concentration of half-maximal effect; % is set by controls: 0 for no effect and ±100 for the full control effect; nearly all actives have a fitted effect of over 55% in size
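In this reporter screen, reduction of luminescence relative to DMSO vehicle indicated activity. Compounds and 5-fluorouridine were added together to 2,000 cells per well, incubated for 16 hr at 37 °C, then developed with ONE-Glo.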
TSG101-PTAP inh: qHTS Assay for Iinhibitors of HIV-1 Budding by Blocking the Interaction of PTAP/TSG101 | Fluorescence polarization, FITC-PTAP peptide / Tsg101 binding | Potency, µM (highest dose often 115 µM), for inactives: at the top dose activity change, negative = inhibition, most hits filed as inhibitors | 340,000 tested, under 10 active; active = well fitted inhibition curve with a large enough effect in the main read-out, with a control signal flat, not every such curve was filed as active; inconclusive = small, poorly fitted or top-dose-only effect, or effect the other way, or a change in a side signal; inactive = no such curve, though single readings can be large or run the other way; note: potency is the fitted concentration of half-maximal effect; % of control where 0% means no effect
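Tsg101 binding domain (10 uM final) was mixed with compound and a FITC-labeled PTAP peptide (50 nM final) in HEPES pH 7.5 buffer with NaCl, Tween 20, EDTA and TCEP; fluorescence polarization was read after 20 min at r.t.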
BRCA1 expr up: qHTS Assay to Identify Small Molecule Activators of BRCA1 Expression | MCF7-BRCA1-FFLuc reporter, luminescence, 48 h; response scale: scaled: vehicle 0%, 10 µM genistein 100% | Potency, µM (top dose mostly 46.1 µM), without a hit: top-dose activation, usual class: activators | actives 1.1% (n = 380,000); note: potency is the fitted concentration of half-maximal effect; nearly all actives have a fitted effect of over 80% in size; some results filed as inactive show a strong effect at the top dose
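Reporter cells (MCF7, BRCA1 promoter-firefly luciferase) received library compounds across a concentration series for 48 h. End-point luminescence was measured and concentration-effect curves derived after normalization.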
Active calls of the source: *; ? = inconclusive; · = not tested or not shown; [ ] = dose if it differs, or a comment. Unless noted, calls come from the whole dose curve; as a rule, active = well fitted curve in the direction sought with a large enough effect; inconclusive = small, poorly fitted or top-dose-only effect, or another doubt; inactive = no such curve, though single readings can be large; an effect the other way counts as inactive or inconclusive.

Structure,AT treatment,TRPV1 ag,TCR act,p53 reactivator,B2AR arrestin,MLL CXXC-DNA inh,a7 integrin act,ELG1 repair inh,TSG101-PTAP inh,BRCA1 expr up
CCCCN(C)Cc1c(C)[nH]c2c(ccc3ccccc32)c1=O,4.5%,-7.3,-2.3%,-1.2%,-0.6%,-7.4%,?,1.7%,-2.3%,2.5%
O=C(C(Cc1ccccc1)N1C(=O)c2ccccc2C1=O)N1c2ccccc2CCc2ccccc21 (configuration not stated),-5.5%,2.1,7.0%[46.1 µM],-7.4%,-0.2%,-0.5%,-8.6%,8.1%,-1.9%,-30.9%
CN(C)CC(C)(C)CNC(=S)NCc1ccc2c(c1)OCO2,-1.4%,0.2,-3.3%[46.1 µM],2.1%,-0.6%,3.2%,10.1%,26.2%,-2.3%,-13.1%
Cc1ccc(S(=O)(=O)N2CCCN(C(=O)CNC(=O)c3cccc(C)c3)CC2)cc1,8.4%,0.7,-1.0%,-6.8%,0.0%,·,-7.1%,-7.0%,-3.4%,-2.6%
C=CCSc1nnc(NC(=O)CSc2ccccn2)s1,9.6%,3.3,-3.0%,1.9%,0.0%,-5.1%,18.1%,?,-3.5%,-5.7%
Nc1nccnc1C(=O)OCC(=O)N1CCN(S(=O)(=O)c2ccc(Cl)cc2)CC1,2.6%,-1.4,-4.5%,-5.8%,-0.3%,·,6.7%,2.1%,-3.5%,3.7%
CC(=C1C(=O)c2ccccc2C1=O)N1CCC(C(N)=O)(N2CCCCC2)CC1,0.7%,0.1,3.1%,-3.2%,0.0%,13.4%,23.5%,0.0%,1.5%,-17.1%
Cc1ccc(CN2C(=O)C(C)Oc3ccccc32)cc1 (configuration not stated),3.5%,1.1,3.4%,1.7%,0.1%,4.3%,-2.7%,?,-6.9%,-2.5%
COC(=O)[C@]1(Cc2ccccc2)N[C@H](CN(C)C(C)=O)[C@@H]2C(=O)N(C)C(=O)[C@@H]21,3.0%,·,0.4%,-3.5%,0.0%,·,-3.3%,?,-1.2%,9.1%
CC1(C)CC(CC(=O)Nc2ccccc2[N+](=O)[O-])C(=O)O1 (configuration not stated),-10.0%,-2.3,1.3%[46.1 µM],-5.5%,-0.9%,3.8%,1.2%,0.7%,2.0%,-4.3%
COc1ccc(CC(=O)NNC(=O)COc2ccc(Br)cc2C)cc1OC,2.7%,?,-1.5%[46.1 µM],-12.9%,2.8%,3.4%,11.8%,-2.5%,-0.7%,-36.1%
CCOC(=O)COn1c2c(c3c4no[n+]([O-])c4ccc31)CCCC2,-1.7%,2.0,6.1%,6.6%,0.1%,5.5%,15.7%,7.8%,-2.6%,-21.6%
Cc1ccc(OCC(O)CNS(=O)(=O)c2ccccc2C(=O)O)cc1 (configuration not stated),11.7%,-2.6,0.7%,6.3%,0.8%,-6.5%,-10.5%,2.9%,-8.7%,0.0%
Cc1cc([N+](=O)[O-])ccc1NC(=O)CSc1nncn1-c1ccccn1,5.6%,-0.5,-0.1%,-1.5%,-0.3%,-4.0%,8.4%,?,0.6%,3.5%
CCCCNC(=O)c1ccc(CNS(=O)(=O)c2ccc(Br)cc2)cc1,0.8%,5.5,0.4%,5.0%,0.1%,-7.4%,-16.6%,0.2%,0.1%,-8.0%
C[C@H]1C=CC(=O)O[C@H]1c1ccccc1,·,·,10.2%,·,·,·,-23.2%,·,0.8%,-45.2%
CCOc1cc(/C=C2\NC(=S)N(c3c(C)n(C)n(-c4ccccc4)c3=O)C2=O)ccc1O,-13.9%,-1.6,-5.5%[46.1 µM],-2.8%,-0.3%,78.3%[activator],3.9%,-0.8%,22.2%,-2.7%
Cc1ccccc1CN1CCN(Cc2ccccc2C(F)(F)F)CC1,?,-1.8,·,1.6%,0.1%,-3.8%,-27.3%,-9.8%,-2.7%,-1.7%
Cc1ccc(Oc2nnc(-c3ccc(C)cc3)c3ccccc23)cc1,3.4%,2.9,-5.1%[46.1 µM],27.2%,0.2%,-2.2%,-30.9%,?,1.4%,-20.1%
CCOC(=O)CNS(=O)(=O)c1ccc(C(=O)O)cc1,2.6%,0.0,2.2%,9.3%,-0.8%,5.5%,17.5%,-4.5%,-2.9%,1.9%

Other results.
Structure,AT treatment,TRPV1 ag,TCR act,p53 reactivator,B2AR arrestin,MLL CXXC-DNA inh,a7 integrin act,ELG1 repair inh,TSG101-PTAP inh,BRCA1 expr up
C[C@H](NC(=O)OC(C)(C)C)c1nnc(SCC(=O)Nc2ccc(Br)cc2)o1,0.4%,1.2,1.7%,1.0%,-0.2%,-2.3%,4.7%,-14.6%,-2.4%,-1.6%
S=C(NCCc1ccncc1)Nc1cccc2ccccc12,-1.1%,28.6,2.6%,-0.3%,-0.4%,2.2%,-25.2%,-7.5%,-3.3%,-14.0%
FC(F)(F)c1ccc(NC2=NCCC2)cc1,2.0%,-3.1,-7.8%,2.6%,-0.1%,-2.1%,16.6%,5.4%,-4.7%,0.5%
Oc1ccc(Br)cc1/C=N/Nc1ccccn1,-6.2%,0.6,4.8%,28.2µM*,-0.1%,?,0.5%,?,-2.3%,-32.7%
CC1(C)CC(CC(=O)O)CC(C)(C)N1,1.5%,-0.3,-3.7%,-3.3%,-0.4%,2.4%,-48.0%[inhibitor],19.1%,-8.0%,25.3%
COCCN(CC(=O)Nc1cccc(C)c1C)C(=O)c1ccc(-n2cccn2)cc1,4.2%,0.7,7.5%,2.4%,-2.1%,·,?,-2.8%,1.5%,-16.0%
Cc1ccc(OCCC(=O)OCC(=O)NNC(=O)c2ccccc2)cc1,2.7%,-3.8,0.9%,-3.3%,-0.2%,·,20.7%,9.4%,-0.1%,0.7%
CCN(CC)CCCn1c2c(c(SCC(=O)Nc3nccs3)nc1=O)CCC2,3.7%,-4.0,-6.6%,3.0%,0.1%,·,-4.7%,-11.7%,-6.5%,-8.6%
O=C(Nc1ccon1)c1ccc(Cl)c(S(=O)(=O)N2CCCCC2)c1,14.7%,21.3,-2.3%,0.2%,0.4%,2.8%,0.0%,-7.7%,0.5%,-34.1%
CCN(CC)S(=O)(=O)c1ccc(N2CCOCC2)c(NC(=O)COc2ccccc2)c1,10.0%,12.0,7.6%,-2.6%,-0.1%,10.9%,-24.2%,?,-7.0%,-7.5%
CC(C)(C)NC(=O)CSc1nnc(-c2ccco2)n1Cc1ccco1,2.4%,1.7,·,-5.0%,0.0%,-3.4%,-11.9%,-2.4%,-0.5%,1.2%
CN1/C(=C\C(=O)Nc2cccc(Cl)c2)C(C)(C)c2ccccc21,1.9%,-3.3,3.1%[46.1 µM],?,-0.2%,19.8%,-20.1%,-12.0%,-6.1%,-9.4%
c1ccc(CCc2nc(-c3ccccc3)no2)cc1,10.0%,?,8.8%,18.9%,-1.9%,-1.5%,14.2%,?,-1.4%,12.6µM*
COC(=O)c1c(C)oc(C)c1S(=O)(=O)NCc1ccc(OC)cc1,1.5%,-1.8,1.8%,-1.6%,0.1%,6.6%,-7.8%,-15.1%,-1.2%,-9.2%
Cn1c(Br)nc2c1c(=O)n(CC(O)COc1ccccc1)c(=O)n2C (configuration not stated),-12.2%,0.7,-4.2%,3.9%,-1.3%,-3.3%,2.5%,6.7%,-5.0%,-6.8%
Cc1ccc(C(=O)NCCSc2ccc(Cl)cc2)cc1[N+](=O)[O-],-4.4%,?,3.0%,-20.0%,-0.9%,-2.0%,2.5%,?,-3.4%,-16.7%
CCc1c(C)nc2[nH]nc(NC(=O)C(F)(F)F)n2c1=O,3.5%,-1.0,·,-5.9%,-0.3%,0.7%,18.7%,-1.6%,-2.7%,-1.8%
CC(C)(C)NC(=O)C(c1ccncc1)N(C(=O)Cn1nnc(-c2cccs2)n1)C1CCCCC1 (configuration not stated),-1.6%,6.6,8.2%,3.9%,0.3%,5.6%,-9.3%,13.0%,-3.1%,0.6%
CCCNC(=O)c1cccc(S(=O)(=O)N2CC3(C)CC2CC(C)(C)C3)c1 (configuration not stated),-2.7%,?,-0.5%,-10.3%,-0.4%,·,-17.7%,-0.1%,-4.8%,-52.2%
COC(=O)Cc1c(C)nc2nc(Cc3ccccc3)[nH]n2c1=O,3.6%,3.8,1.2%,1.4%,0.5%,3.9%,0.0%,5.9%,-0.3%,2.6%
